BRCA1 expr up: BRCA1 expression activation; Potency, µM (doses to about 46.1 µM), for the others: at the top dose activation, actives largely listed as activators; actives 1.1% (n = 380,000); MCF7-BRCA1-FFLuc reporter, luminescence, 48 h; response scale: scaled: vehicle 0%, 10 µM genistein 100%; also: potency is read from the fitted curve at half-maximal effect; nearly all actives have a fitted effect of over 80% in size; some results filed as inactive show a strong effect at the top dose
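Activators of BRCA1 expression were detected as increased firefly luciferase luminescence in engineered MCF7 cells after 48 h compound incubation. Signals were scaled to genistein 10 microM as full activation.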
Menin-MLL TR inh: menin-MLL binding inhibition, Texas Red mutant peptide | AID 1768 | actives 0.23% (n = 270,000) | Menin + Texas Red MLL mutant peptide, fluorescence polarization | Potency, µM (series often up to 61.6 µM), for inactives: top-dose FP activity change, negative = inhibition, hits mostly inhibitors; active = well fitted inhibition curve with a large enough effect in the polarisation, with a control signal flat, not every such curve was filed as active; inconclusive = small, poorly fitted or top-dose-only effect, or effect the other way, or a change in a side signal; inactive = no such curve, though single readings can be large or run the other way; the % refers to the polarisation; also: potency is read from the fitted curve at half-maximal effect; % of control where 0% means no effect; many of its hits are not listed in these tables
Giardia killer: Giardia lamblia killing; actives 0.15% (n = 340,000); activity change, % at 7.66 µM, hits read low; AID 540267; Giardia lamblia trophozoite viability; in the data active = activity change below about -80%; inconclusive = between about -30% and that limit;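 also: parasites exposed to compound for two days anaerobically before the ATP read; % is scaled to controls: 0 for no effect and ±100 for the full control effect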
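Viability, read as ATP luminescence: trophozoites at 100 cells/well, compound added, 48 hrs anaerobic at 37 deg C, then 15-30 min room-temperature development before reading.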
PKM2 act: activators of human pyruvate kinase M2 | P14618 | purified PKM2, Kinase-Glo ATP luminescence, activation; response scale: 0% is enzyme alone, no compound | Potency, µM (titrated, usually from 57.5 µM), inactives show at the top dose activation, actives largely listed as activators | actives 0.34% (n = 260,000); also: potency is read from the fitted curve at half-maximal effect; % is scaled to controls: 0 for no effect and ±100 for the full control effect; nearly all actives have a fitted effect of over 55% in size
Target sequence (P14618 whole entry, looked up): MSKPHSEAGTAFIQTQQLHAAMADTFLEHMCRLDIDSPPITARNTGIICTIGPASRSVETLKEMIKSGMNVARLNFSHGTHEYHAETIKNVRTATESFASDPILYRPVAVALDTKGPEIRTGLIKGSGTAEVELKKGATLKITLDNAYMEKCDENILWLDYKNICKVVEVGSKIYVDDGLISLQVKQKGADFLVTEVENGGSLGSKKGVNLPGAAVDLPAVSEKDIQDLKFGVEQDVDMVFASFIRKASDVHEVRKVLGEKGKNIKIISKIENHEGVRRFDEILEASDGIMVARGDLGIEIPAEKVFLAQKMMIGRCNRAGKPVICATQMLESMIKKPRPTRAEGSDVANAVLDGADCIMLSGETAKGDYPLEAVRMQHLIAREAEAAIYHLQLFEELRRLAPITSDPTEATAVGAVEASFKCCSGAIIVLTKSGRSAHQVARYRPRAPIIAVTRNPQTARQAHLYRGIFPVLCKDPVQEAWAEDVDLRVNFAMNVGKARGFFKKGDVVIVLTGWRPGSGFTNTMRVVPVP
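hPK-M2, >95% pure; 0.1 mM ADP / 0.5 mM PEP final; imidazole pH7.2 buffer w/ 7 mM MgCl2, 50 mM KCl; 1 h RT; Kinase-Glo lum. Intermediate enzyme activity for dual inhibitor/activator qHTS.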
Gal4-VP16 FLuc: Gal4-VP16 reporter inhibition counter-screen | Drosophila S2 Gal4-VP16 UAS-luciferase, luminescence, 20 h | Potency, µM (titrated, usually from 53.6 µM), for inactives: at the highest dose activity, negative = inhibition, actives largely listed as inhibitors | AID 2546 | actives 3.5% (n = 310,000);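 also: Gal4-VP16 expression switched on by copper sulfate through the metallothionein promoter; potency is read from the fitted curve at half-maximal effect; % is scaled to controls: 0 for no effect and ±100 for the full control effect; nearly all actives have a fitted effect of over 50% in size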
FLuc counter: firefly luciferase modulation, counter-screen for miR-21 project; P08659; purified FLuc, Km substrates, luminescence inhibition; Potency, µM (series often up to 57.5 µM), inactives show top-dose activity change, negative = inhibition, hits mostly inhibitors; actives 6.9% (n = 360,000); AID 588342;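 also: potency is read from the fitted curve at half-maximal effect; plate controls were vehicle for no effect and reference inhibitor for full effect; nearly all actives have a fitted effect of over 55% in size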
Target sequence (P08659 whole entry, looked up): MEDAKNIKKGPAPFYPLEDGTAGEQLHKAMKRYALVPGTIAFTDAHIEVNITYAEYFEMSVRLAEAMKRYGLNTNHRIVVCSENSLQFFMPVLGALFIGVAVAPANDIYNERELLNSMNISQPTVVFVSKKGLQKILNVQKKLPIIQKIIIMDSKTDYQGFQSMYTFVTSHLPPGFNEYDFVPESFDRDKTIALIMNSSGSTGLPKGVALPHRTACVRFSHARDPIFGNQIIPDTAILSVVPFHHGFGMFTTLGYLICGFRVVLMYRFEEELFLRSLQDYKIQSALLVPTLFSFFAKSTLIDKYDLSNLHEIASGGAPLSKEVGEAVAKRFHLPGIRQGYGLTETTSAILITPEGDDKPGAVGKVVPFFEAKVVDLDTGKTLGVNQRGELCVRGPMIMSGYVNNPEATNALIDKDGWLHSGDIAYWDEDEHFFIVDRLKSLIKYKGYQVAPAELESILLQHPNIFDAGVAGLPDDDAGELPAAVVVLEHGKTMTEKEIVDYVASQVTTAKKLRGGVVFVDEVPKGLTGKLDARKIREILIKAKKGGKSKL
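Purified P. pyralis luciferase, 10 nM final, with Km-level 10 uM D-luciferin and 10 uM ATP in 50 mM Tris acetate pH 7.5, 10 mM Mg acetate, 0.01% Tween-20, 0.05% BSA; 6-point qHTS titration about 60 µM downward; luminescence read.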
RORgamma inh: inhibitors of mouse ROR gamma transcriptional activity. AID 2551. P51450. Potency, µM (highest dose often 53.6 µM), without a hit: top-dose activity change, negative = inhibition, most hits filed as inhibitors. actives 5.4% (n = 310,000). Drosophila S2 Gal4-RORgamma UAS-luciferase reporter, 20 h; also: potency is read from the fitted curve at half-maximal effect; % is scaled to controls: 0 for no effect and ±100 for the full control effect; nearly all actives have a fitted effect of over 60% in size
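Schneider cells (Drosophila), stable Gal4 DBD–ROR gamma + UAS-luc; 1 hr cmpd preincubation; Cu2+ induction 700 uM final; 20 hr ambient; luminescence.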
* = called active by the depositor; ? = inconclusive; / = no result given; & = joins results of further samples; [ ] = another dose, or the depositor's remark. Unless noted, calls follow the shape of the dose curve; as a rule, active = well fitted curve in the direction sought with a large enough effect; inconclusive = small, poorly fitted or top-dose-only effect, or another doubt; inactive = no such curve, though single readings can be large; an effect the other way counts as inactive or inconclusive. These rows are one share of the data, so the mix of outcomes need not match the whole.

SMILES	BRCA1 expr up	Menin-MLL TR inh	Giardia killer	PKM2 act	Gal4-VP16 FLuc	FLuc counter	RORgamma inh
COc1cc2c(cc1OC)[C@]13CCN4CC5=CCOC6CC(=O)N2[C@@H]1[C@@H]6C5C[C@@H]43 (stereo partly drawn)	/	1%[24.8 µM]	/	/	-2%	/	-13%
CC(C)NC(C)C	/	10%	/	/	6%	/	-3%
c1ccc(N2CCC3(CCNCC3)CC2)cc1	/	-17%	/	/	3%	/	-14%
O=C1CS[C@@H](c2ccccc2Cl)c2cc(Cl)ccc2N1	/	-14%[24.8 µM]	/	/	-5%	/	14%
C=C[C@H]1CN2CCC1C[C@@H]2C(O)c1ccnc2ccccc12 (stereo partly drawn)	/	-3%[24.8 µM]	/	/	6%	/	8%
CC1=CC(=O)C2=C(C)C[C@H](O)[C@H]3[C@H](C)C(=O)O[C@@H]3C12 (stereo partly drawn)	/	5%[24.8 µM]	/	/	-4%	/	3%
CN(C(=O)Cc1ccc(Cl)c(Cl)c1)[C@@H](CN1CCCC1)c1cccc(OCC(=O)O)c1	/	1%[24.8 µM]	/	/	5%	/	24%
C=C1C/C(=C\C)C(=O)O[C@@H]2CCN3CC=C(COC(=O)[C@@]1(C)O)[C@H]23	/	-2%[24.8 µM]	/	/	-1%[17 µM]	/	-13%[16.9 µM]
C=C1C2C[C@]3(C4CC5[C@@]6(C)CC[C@H](O)[C@@]5(C3CC2=O)C4[N+]([O-])(CC)C6)[C@@H]1O (stereo partly drawn)	/	17%	/	/	-3%	/	-5%
C[N+]1(C)CCc2cc3c(cc2C1C1OC(=O)c2c1ccc1c2OCO1)OCO3 (stereo not drawn)	/	-4%&11%	/	/	-5%	/	-4%
CC[N@+]1(C)CCC[C@@H](OC(=O)C(O)(c2ccccc2)c2ccccc2)C1	/	17%[24.8 µM]	/	/	6%[17 µM]	/	-3%[16.9 µM]
CC1(C)[C@H](C(=O)O[C@H](C#N)c2cccc(Oc3ccccc3)c2)[C@@H]1C=C(Br)Br	/	7%	/	/	5%	/	9%
CCN[C@]1(c2cccs2)CCCCC1=O	/	2%[24.8 µM]	/	/	-1%[17 µM]	/	6%[2.98 µM]
CCCCC1(C2CCCC2)Cc2cc(OCCCC(=O)O)c(Cl)c(Cl)c2C1=O (stereo not drawn)	/	?	/	0%	-11%&-6%	/	5%&39%
N#CC(C#N)=NNc1cccc(Cl)c1	/	?	/	-11%	0.63µM*	/	1.1µM*
C=C(CC1(C(C)NP(=O)(c2ccccc2)c2ccccc2)CC1)c1ccccc1 (stereo not drawn)	/	?	/	0%	-13%	/	1%
CNC(=O)[C@@H]1C[C@H]1[C@@H](NP(=O)(c1ccccc1)c1ccccc1)c1ccccc1	/	1%	/	-5%	7%	/	?
CCOC(=O)c1ncn2c1CN(C)C(=O)c1cc(N=[N+]=[N-])ccc1-2	/	-2%	/	-11%	2%	/	-7%
COC(=O)[C@@]1(Cc2ccccc2)[C@H]2c3cc(C(=O)N(C)C)[nH]c3C[C@H]2CN1C(=O)c1ccccc1	/	-3%	/	7%	2%	/	24%
O=C1NO[C@H]2[C@@H]1CN[C@@H]2C(=O)O	/	14%	/	-3%	5%	/	-8%
O=P1(Oc2ccccc2)CC=CC(COCc2ccccc2)O1 (stereo not drawn)	/	2%	9	/	0%	/	27%
CCOC(=O)N1C(C)CN(/[N+]([O-])=N/Oc2ccc([N+](=O)[O-])cc2[N+](=O)[O-])CC1C (stereo not drawn)	/	?	?	/	?	/	11µM*
C/C=C1/C[C@@H](C)[C@@](C)(O)C(=O)OCC2=CCN3CC[C@@H](OC1=O)[C@@H]23	/	5%	9	/	-9%	/	-24%
O=C(NCc1ccc2c(c1)CCN2C(=O)c1ccccc1)Nc1cccc(C(F)(F)F)c1	/	/	/	/	/	?	/
CCOc1ccc(CN(CCc2ccc3c(c2)OCO3)Cc2ccc(OC)c(Br)c2)cc1	/	/	/	/	/	-1%	/
Cc1ccc(OCC(=O)N2CCN(Cc3ccc(F)cc3)CC2)cc1	/	/	/	/	/	1%	/
CCCSc1nc2ccccc2c(=O)n1-c1ccccc1OC	/	/	/	/	/	-17%	/
Cc1cccc(-n2nc(C)c3c2NC(=O)CSC3c2ccccc2Cl)c1 (stereo not drawn)	/	/	/	/	/	-11%	/
CC(C)c1ccc(OCC(=O)N2CCN(CCc3ccccn3)CC2)cc1	/	/	/	/	/	-19%	/
COc1cc(OC)cc(C(=O)Nc2ccc(Cl)cc2C(=O)c2ccccc2Cl)c1	/	/	/	/	/	-9%	/
N#Cc1cc2c(nc1SCC(=O)Nc1ccc(OC(F)(F)F)cc1)C1CCN2CC1	/	/	/	/	/	-2%	/
Cc1oc2cc3oc(=O)c(CCC(=O)N4CCCCC4)c(C)c3cc2c1C	/	/	/	/	/	?	/
COc1ccc(/C=C/c2nc3ccccc3c(=O)n2-c2ccc(C)cc2)cc1O	/	/	/	/	/	-17%	/
COc1ccccc1C1SCC(=O)Nc2c1c(C)nn2-c1cccc(C)c1 (stereo not drawn)	/	/	/	/	/	?	/
CCOC(=O)c1cccc(NC(=O)c2cnc(N3CCCCC3)c3ccccc23)c1	/	/	/	/	/	?	/
CCc1ccc(OCC(=O)N2CCN(CCc3ccccn3)CC2)cc1	/	/	/	/	/	-10%	/
CC(C)Oc1ccc(NC(=O)c2cc3ccccc3o2)cc1	/	/	/	/	/	1.5µM*	/
Cc1cccc(-n2c(/C=C/c3c(C)[nH]c4ccccc34)nc3ccccc3c2=O)c1	/	/	/	/	/	-4%	/
O=C(Nc1ccccc1)N(Cc1ccc2c(c1)OCO2)C1CCN(Cc2ccccc2)CC1	/	/	/	/	/	-1%	/
COc1ccc(C(=O)Nc2ccc(Cl)cc2C(=O)c2ccccc2)c(OC)c1	/	/	/	/	/	-12%	/
COc1ccc(OCC(=O)N2CCN(Cc3cccc(OC)c3OC)CC2)cc1	/	/	/	/	/	1%	/
CCCOc1ccc(C(=O)Nc2ccc(-c3cc4ccccc4oc3=O)c(C)c2)cc1	/	/	/	/	/	1.7µM*	/
Cc1ccccc1-n1nc(C)c2c1NC(=O)CSC2c1ccc(Cl)cc1 (stereo not drawn)	/	/	/	/	/	3%	/
COc1ccc(OCC(=O)N2CCN(CCc3ccccn3)CC2)cc1	/	/	/	/	/	4%	/
Cc1ccc(Cl)cc1N1CCN(C(=O)C2CCN(Cc3nc(-c4ccc(Cl)cc4)oc3C)CC2)CC1	/	/	/	/	/	?	/
CCOc1ccc(CN(CCc2ccc3c(c2)OCO3)Cc2ccc(CC)cc2)cc1	/	/	/	/	/	0%	/
Cc1ccc(-n2c(/C=C/c3ccc(Br)s3)nc3ccccc3c2=O)cc1C	/	/	/	/	/	-5%	/
COc1ccc(NC(=O)CN2C(=O)CN=C(c3ccccc3)c3ccccc32)c(OC)c1	/	/	/	/	/	-6%	/
Cn1c(=O)n(C)c2cc(CNCCc3ccccc3)ccc21	/	/	/	/	/	5%	/
COc1cccc(NC(=O)CCc2nc(-c3ccc(C(C)(C)C)cc3)no2)c1	/	/	/	/	/	2.7µM*	/
Cc1ccc(Nc2nnc(-c3ccc(C)c(S(=O)(=O)NCc4nc5ccccc5[nH]4)c3)c3ccccc23)cc1	/	/	/	/	/	?	/
COc1ccc(S(=O)(=O)NCCc2sc3nc(-c4ccc(C)cc4)nn3c2C)cc1F	/	/	/	/	/	?	/
O=C(COc1ccccc1Cl)Nc1ccc2nc(SCC(=O)N3CCCC3)sc2c1	/	/	/	/	/	?	/
Cc1oc(-c2ccccc2Cl)nc1CN1C(=O)CN=C(c2ccccc2)c2cc(Cl)ccc21	/	/	/	/	/	-15%	/
CCCC1=Nc2cc(C(=O)NC3CCC(C)CC3)ccc2Sc2ccccc21 (stereo not drawn)	/	/	/	/	/	-11%	/
O=C(Nc1ccc(Br)cc1C(=O)c1ccccc1)c1ccccc1	/	/	/	/	/	-17%	/
Cc1ccc(-n2c(/C=C/c3ccccc3)nc3ccccc3c2=O)cc1C	/	/	/	/	/	3%	/
O=C(OCc1cc(=O)n2nc(C3CC3)sc2n1)c1ccc(NC(=O)c2ccccc2Cl)cc1	/	/	/	/	/	?	/
O=C(Nc1ccc(Cl)cc1C(=O)c1ccccc1)c1cc(Cl)cc(Cl)c1	/	/	/	/	/	-2%	/
c1cnc2c(c1)ncn2C1CCNCC1	/	/	/	/	/	0%	/
Further compounds follow:
SMILES	BRCA1 expr up	Menin-MLL TR inh	Giardia killer	PKM2 act	Gal4-VP16 FLuc	FLuc counter	RORgamma inh
O=S1(=O)N(Cc2ccccc2)CCCN1Cc1ccc(F)cc1Cl	/	/	/	/	/	-9%	/
COc1ccc(OCCn2c(NC(=O)c3ccc(OC)cc3)nc3ccccc32)cc1	/	/	/	/	/	?	/
Cc1ccc(-n2c(=O)[nH]c3ccc(Br)cc3c2=O)cc1	/	/	/	/	/	-2%	/
CCC(c1nnnn1C(C)(C)C)N1CCC2(CC1)C(=O)NCN2c1ccccc1 (stereo not drawn)	-11%	/	/	/	/	/	/
O=c1[nH]c2ccccc2n1C1CCN(C(c2ccccc2OC(F)(F)F)c2nnnn2Cc2ccccc2)CC1 (stereo not drawn)	-74%	/	/	/	/	/	/
O=C1NCN(c2ccccc2)C12CCN(C(c1ccccc1OC(F)(F)F)c1nnnn1Cc1ccccc1)CC2 (stereo not drawn)	-67%	/	/	/	/	/	/
CNC(=O)Oc1c(C)[nH]ccc1=O	3%	/	/	/	/	/	/
O=C(CCc1ccccc1)N1Cc2cc(-c3cccc(F)c3)ccc2-n2nncc2C1	-5%	/	/	/	/	/	/
O=C1NCN(c2ccccc2)C12CCN(C(CCc1ccccc1)c1nnnn1C1CCCCC1)CC2 (stereo not drawn)	-63%	/	/	/	/	/	/
S=C(NCCc1ccccc1)N1Cc2cc(-c3ccccc3)ccc2-n2nncc2C1	-32%	/	/	/	/	/	/

Random excerpt: 2 records from the list
SMILES	BRCA1 expr up	Menin-MLL TR inh	Giardia killer	PKM2 act	Gal4-VP16 FLuc	FLuc counter	RORgamma inh
CCC(c1nnnn1C(C)(C)C)N1CCC2(CC1)C(=O)NCN2c1ccccc1 (stereo not drawn)	-11%	/	/	/	/	/	/
O=C1NCN(c2ccccc2)C12CCN(C(CCc1ccccc1)c1nnnn1C1CCCCC1)CC2 (stereo not drawn)	-63%	/	/	/	/	/	/

Assay outcomes as filed in PubChem BioAssay.
